# High-throughput results from PubChem BioAssay.
# Rac1 act GTP bind: alters GTP binding to activated mutant human Rac1. percent activity (GTP binding), % at 10 µM. GST-Rac1 activated beads, fluorescent GTP binding, flow cytometry; actives lie on both sides; 100% means binding = to untreated wells. actives 0.11% (n = 190,000). P63000;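 active means GTP binding at least 20 percentage points away from the 100% baseline, in either direction, so actives lie on both sides; inconclusive means Compound likely fluorescent itself, or too few beads counted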
# Mcl-1 Bim block: inhibitors of Bim-Mcl-1 interaction, human; Q07820; AID 1009; Bead-based flow cytometry, Bim peptide-Mcl-1 binding; inhibition, % at 10 µM; actives 0.1% (n = 190,000); in the data active means inhibition above about 40%;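 further: 0% = no compound tracer wells and 100% = peptide blocker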
# Target sequence (Q07820 whole entry, looked up): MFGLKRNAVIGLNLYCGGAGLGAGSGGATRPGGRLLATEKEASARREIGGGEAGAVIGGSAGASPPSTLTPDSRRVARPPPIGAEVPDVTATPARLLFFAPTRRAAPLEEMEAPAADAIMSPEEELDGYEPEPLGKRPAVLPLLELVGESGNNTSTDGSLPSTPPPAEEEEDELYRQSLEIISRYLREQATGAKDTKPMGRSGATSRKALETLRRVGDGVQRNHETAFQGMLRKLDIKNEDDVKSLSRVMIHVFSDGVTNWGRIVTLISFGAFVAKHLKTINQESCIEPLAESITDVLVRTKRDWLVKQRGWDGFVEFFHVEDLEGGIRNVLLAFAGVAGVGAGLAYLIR
# HRas wt GTP bind: human HRas wildtype GTP binding, change in either direction; P01112; GST-Ras wt beads, Bodipy-FL-GTP binding, flow cytometry; actives lie on both sides; GTP binding activity, % at 10 µM; actives 0.14% (n = 190,000); AID 759;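 active means GTP binding activity at least 20% away from the 100% baseline, either lowered as inhibitor or raised as activator; inconclusive means flagged as likely green fluorescent, judged across all proteins in the well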;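 further: 0% = unlabeled GTP competition control and 100% = no-compound control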
# Target sequence (P01112 whole entry, looked up): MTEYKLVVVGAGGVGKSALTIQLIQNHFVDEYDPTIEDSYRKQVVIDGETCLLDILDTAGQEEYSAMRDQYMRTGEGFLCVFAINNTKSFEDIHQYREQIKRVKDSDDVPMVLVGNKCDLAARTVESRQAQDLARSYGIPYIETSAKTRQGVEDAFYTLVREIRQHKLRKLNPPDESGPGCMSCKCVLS
# Avidin bead fluor: avidin bead compound fluorescence profile | Avidin beads, compound fluorescence 488/530 nm, flow cytometry; stronger effect = higher value | fluorescence (KMESF) at 10 µM | actives 0.38% (n = 220,000) | AID 1775; in the data active means fluorescence above about 47; further: inactives centre near 10
# Mcl1 Noxa PPI: disrupts binding of human Mcl-1 to Noxa peptide; Q07820; inhibition, % at 21.7 µM; actives 1.5% (n = 220,000); TR-FRET Mcl-1/Noxa peptide binding, 2 h; AID 1022;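 active means compounds that cut the protein-peptide binding signal by more than 50% relative to plate controls in a single-dose test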;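 further: His-tagged Mcl-1 with rhodamine Noxa BH3 peptide and terbium anti-His antibody; 0% = Mcl-1 plus Noxa peptide wells and 100% = peptide-only wells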
# Rab2A wt mod: changes GTP binding to wildtype dog Rab2A, up or down | P61105 | GST-Rab2 wt beads, Bodipy-GTP binding, flow cytometry | GTP binding activity, % at 10 µM | actives 0.19% (n = 190,000) | AID 760;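 active means GTP binding activity at least 20 points away from 100%, either lowered or raised; inconclusive means signal likely due to the compound's own green fluorescence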;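 further: 0% = beads with excess unlabeled GTP and 100% = no-compound control corrected for plate trend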
# Pf gametocyte: inhibitors of late stage P. falciparum gametocyte viability; P. falciparum stage V gametocytes, ATP luminescence, 24 h; inhibition, % at 10.9 µM; actives 0.065% (n = 150,000);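 active means inhibition above the mean plus 3 SD of compounds within the control limits, set per campaign, cut at about 38% in these data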;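 further: 0% = DMSO wells and 100% = medium only without gametocytes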
# Mcl1 Bid PPI: Mcl-1/Bid interaction inhibition; inhibition, % at 21.7 µM; actives 0.97% (n = 220,000); TR-FRET Mcl-1/Bid-Dy647 peptide binding, 1536-well; Q07820;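 active means compounds that cut the binding signal by more than half at the single screening dose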;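 further: His-tagged Mcl-1 with europium anti-His antibody binding Bid BH3 peptide; 0% = Mcl-1 plus peptide wells and 100% = peptide-only wells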
# Rab7 wt modul: modulators of GTP binding to dog Rab7 wildtype GTPase; actives 0.055% (n = 190,000); GST-Rab7 beads, fluorescent GTP binding, flow cytometry; actives lie on both sides; untreated = 100%, excess cold GTP = 0%; GTP binding activity (percent of control), % at 10 µM;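 active means fluorescent GTP binding to Rab7 beads changed by at least 20 points from the 100% baseline, either direction, mostly lower; inconclusive means compound itself probably fluorescent, or too few beads counted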;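 further: median green fluorescence of bound Bodipy-FL-GTP per Rab7 bead population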
# Cdc42 wt GTP: modulators (inhibitors or activators) of GTP binding to human Cdc42 wildtype | P60953 | GST-Cdc42 beads, Bodipy-GTP binding, flow cytometry; actives lie on both sides | percent activity (GTP binding), % at 10 µM | actives 0.2% (n = 190,000) | AID 761;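 active means percent activity GTP binding at least 20 points away from the 100% baseline, either down as inhibitor or up as activator; inconclusive means compound flagged as likely green fluorescent from well-wide comparison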;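 further: median bead fluorescence of bound Bodipy-FL-GTP at 100 nM; 0% = excess unlabeled GTP control and 100% = no compound control; below 100% means less GTP binding so inhibitor and above means activator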
# Target sequence (P60953 whole entry, looked up): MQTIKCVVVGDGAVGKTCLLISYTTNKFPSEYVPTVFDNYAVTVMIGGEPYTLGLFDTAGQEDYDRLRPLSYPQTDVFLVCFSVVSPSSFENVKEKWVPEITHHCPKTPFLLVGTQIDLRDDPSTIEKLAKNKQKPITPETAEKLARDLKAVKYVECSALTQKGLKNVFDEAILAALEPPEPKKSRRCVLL
# Rac1 wt modul: modulators of human Rac1 wildtype GTP binding | actives 0.27% (n = 190,000) | GTP binding activity (% of control), % at 10 µM | P63000 | GST-Rac1 beads, fluorescent GTP binding, flow cytometry; actives lie on both sides; 0 = cold GTP competed, 100 = untreated;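 active means GTP binding activity at least 20 points away from the 100% control level, either lower or higher; inconclusive means compound flagged as likely green fluorescent, judged across all proteins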
# * hit, by the source's call; u = inconclusive; x = not tested or not shown.
smiles,Rac1 act GTP bind,Mcl-1 Bim block,HRas wt GTP bind,Avidin bead fluor,Mcl1 Noxa PPI,Rab2A wt mod,Pf gametocyte,Mcl1 Bid PPI,Rab7 wt modul,Cdc42 wt GTP,Rac1 wt modul
O=[N+]([O-])C1=CC=C2C(=NC3(CCCCC3)N2O)C1=NC1CCCCC1,102,5,103,6,12,102,x,-37,105,103,105
O=C(Cc1ccccc1)O/N=C1\CCCc2ccccc21,100,-1,102,13,3,103,-7,-5,101,101,101
O=C(NC1CC1)C1=C[C@H](c2ccc(C(F)(F)F)cc2)C[C@H](OCc2ccc(CO)cc2)O1,u,-1,u,6,-18,u,1,-5,u,u,u
Cc1cc(C(=O)NNC(=O)CCN2CCN(c3ccccc3)CC2)c2ccccc2n1,97,0,97,14,2,98,-2,-17,98,99,98
OCCNCC1(O)C2CC3CC(C2)CC1C3 (centres undefined),104,0,111,8,15,109,-18,-13,105,111,107
Cc1ccc(Cl)cc1NC(=O)c1ocnc1C,102,-2,98,12,21,102,x,-18,99,106,105
Cc1ccc2cc(CN(Cc3nnnn3Cc3ccco3)CC3CCCO3)c(=O)[nH]c2c1C (centres undefined),96,-2,99,11,12,99,x,-18,101,98,100
CCCSc1cc(N2CCN(C)CC2)nc(-c2ccc(OC)cc2)n1,99,7,100,32,20,104,x,21,101,102,104
N#Cc1ccc(C(=O)Nc2nc(-c3cccs3)c(C(=O)C(F)(F)F)s2)cc1,96,1,99,x,11,99,x,16,98,101,103
O=C(NNc1nc2c(F)cccc2s1)c1cc(=O)c2ccccc2o1,76*,0,86,7,14,83,x,-63,100,81,84
CN1CCN(S(=O)(=O)c2ccc(NC(=O)c3ccc(F)cc3)cc2)CC1,100,1,103,3,-7,102,x,9,103,104,104
COC(=O)c1ccc(-c2nc(O)c(C)s2)cc1,95,-3,98,9,20,99,x,-30,104,95,100
Cc1ccccc1Cn1c2ccccc2c2cn[nH]c(=O)c21,97,-6,99,15,41,100,x,14,100,97,100
COC(=O)c1ccc(C2CC(=O)NC3=C2C(=O)CCC3)cc1 (centres undefined),100,7,103,6,11,103,-18,-5,105,104,105
COc1ccc(CC(=O)NCc2ccccc2Cl)cc1S(=O)(=O)N1CCOCC1,97,-3,99,22,4,100,-4,-44,99,100,98
Nc1nc(Cl)cc(N2CCC(c3cc(-c4ccc(Cl)cc4)n[nH]3)CC2)n1,98,-3,94,12,10,95,x,-1,93,95,98
NC1=NCc2ccccc21,96,-1,95,9,0,98,x,7,97,97,94
Cc1sc(NC(=S)Nc2ccc(F)cc2)c(C(N)=O)c1C,u,2,u,8,20,u,-3,-61,u,u,u
CNS(=O)(=O)c1cc(OC)c(OC)cc1CC(=O)OC,94,3,95,9,2,96,-3,-29,97,98,93
CCc1nc(NCCC(C)C)c(C#N)c2c1CCCC2,98,2,98,13,1,98,x,6,101,98,101
CC1CCCCC1NCC(=O)NCc1ccc(F)cc1 (centres undefined),97,0,99,13,25,100,-2,58*,106,100,99
CCSc1nc(C)nc2c1oc1ccccc12,100,-1,101,5,2,102,x,17,103,101,101
O=c1cnnc(Nc2ccc(Cl)c(C(F)(F)F)c2)[nH]1,90,-3,96,3,-1,97,-17,-2,105,93,94
Cc1ccc(S(=O)(=O)N(C#N)c2nc(C)cc(C)n2)cc1,101,2,102,7,8,99,x,-2,97,104,107

# Eleven compounds out of the list, arranged by heavy-atom count, low to high.
smiles,Rac1 act GTP bind,Mcl-1 Bim block,HRas wt GTP bind,Avidin bead fluor,Mcl1 Noxa PPI,Rab2A wt mod,Pf gametocyte,Mcl1 Bid PPI,Rab7 wt modul,Cdc42 wt GTP,Rac1 wt modul
OCCNCC1(O)C2CC3CC(C2)CC1C3 (centres undefined),104,0,111,8,15,109,-18,-13,105,111,107
COC(=O)c1ccc(-c2nc(O)c(C)s2)cc1,95,-3,98,9,20,99,x,-30,104,95,100
CNS(=O)(=O)c1cc(OC)c(OC)cc1CC(=O)OC,94,3,95,9,2,96,-3,-29,97,98,93
Cc1sc(NC(=S)Nc2ccc(F)cc2)c(C(N)=O)c1C,u,2,u,8,20,u,-3,-61,u,u,u
COC(=O)c1ccc(C2CC(=O)NC3=C2C(=O)CCC3)cc1 (centres undefined),100,7,103,6,11,103,-18,-5,105,104,105
CCCSc1cc(N2CCN(C)CC2)nc(-c2ccc(OC)cc2)n1,99,7,100,32,20,104,x,21,101,102,104
N#Cc1ccc(C(=O)Nc2nc(-c3cccs3)c(C(=O)C(F)(F)F)s2)cc1,96,1,99,x,11,99,x,16,98,101,103
COc1ccc(CC(=O)NCc2ccccc2Cl)cc1S(=O)(=O)N1CCOCC1,97,-3,99,22,4,100,-4,-44,99,100,98
Cc1cc(C(=O)NNC(=O)CCN2CCN(c3ccccc3)CC2)c2ccccc2n1,97,0,97,14,2,98,-2,-17,98,99,98
O=C(NC1CC1)C1=C[C@H](c2ccc(C(F)(F)F)cc2)C[C@H](OCc2ccc(CO)cc2)O1,u,-1,u,6,-18,u,1,-5,u,u,u
Cc1ccc2cc(CN(Cc3nnnn3Cc3ccco3)CC3CCCO3)c(=O)[nH]c2c1C (centres undefined),96,-2,99,11,12,99,x,-18,101,98,100

# (listing goes on)
smiles,Rac1 act GTP bind,Mcl-1 Bim block,HRas wt GTP bind,Avidin bead fluor,Mcl1 Noxa PPI,Rab2A wt mod,Pf gametocyte,Mcl1 Bid PPI,Rab7 wt modul,Cdc42 wt GTP,Rac1 wt modul
C=C(C)CNC(=S)N/N=C/c1ccc(N2CCOCC2)cc1,99,-6,103,2,28,100,x,-15,95,104,105
Brc1ccc2ncc(Br)cc2c1,98,-6,97,15,-7,97,-19,-15,93,100,100
Cc1cccnc1NC(=O)C1CCN(S(=O)(=O)c2ccc3c(c2)CCC(=O)N3)CC1,99,-1,103,8,5,104,x,-13,98,108,106
CCC(C)Sc1nc2c(c(=O)[nH]1)C(c1cccs1)C1=C(CCCC1=O)N2 (centres undefined),u,4,u,22,21,u,x,-48,u,u,u
CCCCc1ccc(NC(=O)COc2ccc(C(=O)Nc3ccccc3C)cc2)cc1,104,-3,103,2,-1,102,x,-36,97,104,106
Nc1ncnc2nc(SCc3ccccc3)[nH]c12,97,-4,100,17,14,100,x,0,99,98,103
CCOC(=O)c1c(C)c(C(=O)NCc2ccco2)c(C)n1CC,96,0,98,21,21,99,20,-21,98,97,100
CCOc1cc2c(C)cc(=O)oc2cc1Cl,98,-2,100,10,34,99,-37,-8,97,101,98
O=C1C2Sc3[nH]c(=O)sc3C(c3ccccc3)C2C(=O)N1c1ccccc1 (centres undefined),99,0,98,7,14,99,x,-62,98,98,97
Cc1ccc(S(=O)(=O)N2CCOCC2)cc1C(=O)c1nccn1C,96,-1,96,13,0,96,2,-19,101,97,97
CCOc1ccc(-c2cc(C(=O)OC)[nH]n2)cc1,u,x,u,25,-11,u,0,-3,u,u,u
CCN1C(C)=C(C)S/C1=C1\SC(=S)N(C2CCCCC2)C1=O,94,-7,94,15,-5,95,x,-24,102,91,91
Cc1cccc(/C=C2/SC(=O)N(Cc3ccccc3Cl)C2=O)n1,96,-2,99,19,11,98,8,-20,103,103,104
Cc1cccc(CN2CCN(Cc3ccc4nonc4c3)CC2CCO)n1 (centres undefined),95,-6,96,2,9,96,10,-27,94,98,97
CCc1nnc(NC(=O)CSc2ccc(-c3ccc(F)cc3)nn2)s1,95,2,103,9,-9,100,x,-43,105,99,103
O=C(O)CCC(=O)N1N=C(c2ccccc2)CC1c1ccc2nccnc2c1 (centres undefined),99,8,99,6,-11,98,x,-14,98,99,101
Cn1c(=O)[nH]c(=O)c2[nH]c(CN3CCN(C(=O)c4ccco4)CC3)nc21,99,-3,105,9,1,102,-23,3,105,103,107
COc1c2occc2c(OC)c2c(=O)cc(C(F)(F)C(F)(F)F)oc12,101,2,103,5,-19,100,9,3,102,103,105
O=C(COC(=O)c1ccc(S(=O)(=O)N2CCc3ccccc3C2)cc1)NC1CCS(=O)(=O)C1 (centres undefined),94,-1,91,7,-80,94,-6,-59,92,92,92
O=C(CSc1nc(-c2ccccc2)cc(C(F)(F)F)n1)NCc1ccco1,100,0,102,13,23,103,9,-2,98,103,101
CC1CCN(CCOc2cc(Cl)ccc2Cl)CC1,99,1,101,27,19,100,x,7,101,101,103
Cc1ccccc1Nc1nc(N)nc(CSc2nncn2C)n1,95,1,97,20,2,97,14,-11,102,93,94
Cn1cccc1Cc1nnc(SCC(=O)Nc2nccs2)n1CCc1ccccc1,100,-3,103,22,0,101,x,-7,100,105,106
COC(=O)CNC(=O)Cn1ccc2ccccc2c1=O,101,-1,106,14,7,102,17,-12,104,107,105
N/C(=N\NC(=O)c1ccc(F)cc1)c1cc2ccccc2oc1=O,93,20,96,11,0,94,-44,-15,93,97,98
Cn1cc2cc([N+](=O)[O-])ccc2n1,96,-2,97,11,9,97,24,12,94,101,99
COc1cc(NC(=O)CSCC(=O)Nc2cccc(C(F)(F)F)c2)c(Cl)cc1Cl,101,-1,104,12,11,103,x,-2,102,103,105
Cn1c(CNS(=O)(=O)c2ccc(Cl)cc2)n[nH]c1=S,100,-4,97,9,-8,98,5,-12,103,100,102
COc1ccc(CCNC(=O)C2CCCN(Cc3nc(-c4ccccc4C)oc3C)C2)cc1OC (centres undefined),100,0,104,10,-3,105,x,27,105,105,107
CCN1CC2([N+](=O)[O-])C=CC(=O)C([N+](=O)[O-])(C1)C2CC(=O)c1ccccc1 (centres undefined),99,0,102,7,8,101,x,-13,101,104,100
CCOC(=O)/C=c1\s/c(=C(\C#N)C(=O)NC)n(-c2ccccc2)c1=O,102,-1,104,15,3,103,-2,-10,104,103,103
O=C(Cn1nnc(-c2ccccc2NC(=O)c2ccccc2F)n1)NC1CCCC1,96,-3,99,8,-37,97,8,-16,106,95,99
Cc1ccc(NCC(=O)Nc2ccc(Br)cc2)cc1F,97,-5,97,24,21,98,7,-25,101,102,105
